KDM5B inhibitor: inhibitors of human KDM5B histone demethylase; Q9UGL1; KDM5B demethylase, FDH-coupled NADH fluorescence (FDH is formaldehyde dehydrogenase); Potency, µM (top dose mostly 57.7 µM), for the others: at the top dose activity change, negative = inhibition, usual class: inhibitors; actives 2.6% (n = 220,000); AID 1347165; active means well fitted inhibition curve with a large enough effect; inconclusive means small, poorly fitted or top-dose-only effect; inactive means no such curve, though single readings can be large or run the other way; further: 0% is about no effect; nearly all actives have a fitted effect of over 70% in size
Target sequence (Q9UGL1 whole entry, looked up): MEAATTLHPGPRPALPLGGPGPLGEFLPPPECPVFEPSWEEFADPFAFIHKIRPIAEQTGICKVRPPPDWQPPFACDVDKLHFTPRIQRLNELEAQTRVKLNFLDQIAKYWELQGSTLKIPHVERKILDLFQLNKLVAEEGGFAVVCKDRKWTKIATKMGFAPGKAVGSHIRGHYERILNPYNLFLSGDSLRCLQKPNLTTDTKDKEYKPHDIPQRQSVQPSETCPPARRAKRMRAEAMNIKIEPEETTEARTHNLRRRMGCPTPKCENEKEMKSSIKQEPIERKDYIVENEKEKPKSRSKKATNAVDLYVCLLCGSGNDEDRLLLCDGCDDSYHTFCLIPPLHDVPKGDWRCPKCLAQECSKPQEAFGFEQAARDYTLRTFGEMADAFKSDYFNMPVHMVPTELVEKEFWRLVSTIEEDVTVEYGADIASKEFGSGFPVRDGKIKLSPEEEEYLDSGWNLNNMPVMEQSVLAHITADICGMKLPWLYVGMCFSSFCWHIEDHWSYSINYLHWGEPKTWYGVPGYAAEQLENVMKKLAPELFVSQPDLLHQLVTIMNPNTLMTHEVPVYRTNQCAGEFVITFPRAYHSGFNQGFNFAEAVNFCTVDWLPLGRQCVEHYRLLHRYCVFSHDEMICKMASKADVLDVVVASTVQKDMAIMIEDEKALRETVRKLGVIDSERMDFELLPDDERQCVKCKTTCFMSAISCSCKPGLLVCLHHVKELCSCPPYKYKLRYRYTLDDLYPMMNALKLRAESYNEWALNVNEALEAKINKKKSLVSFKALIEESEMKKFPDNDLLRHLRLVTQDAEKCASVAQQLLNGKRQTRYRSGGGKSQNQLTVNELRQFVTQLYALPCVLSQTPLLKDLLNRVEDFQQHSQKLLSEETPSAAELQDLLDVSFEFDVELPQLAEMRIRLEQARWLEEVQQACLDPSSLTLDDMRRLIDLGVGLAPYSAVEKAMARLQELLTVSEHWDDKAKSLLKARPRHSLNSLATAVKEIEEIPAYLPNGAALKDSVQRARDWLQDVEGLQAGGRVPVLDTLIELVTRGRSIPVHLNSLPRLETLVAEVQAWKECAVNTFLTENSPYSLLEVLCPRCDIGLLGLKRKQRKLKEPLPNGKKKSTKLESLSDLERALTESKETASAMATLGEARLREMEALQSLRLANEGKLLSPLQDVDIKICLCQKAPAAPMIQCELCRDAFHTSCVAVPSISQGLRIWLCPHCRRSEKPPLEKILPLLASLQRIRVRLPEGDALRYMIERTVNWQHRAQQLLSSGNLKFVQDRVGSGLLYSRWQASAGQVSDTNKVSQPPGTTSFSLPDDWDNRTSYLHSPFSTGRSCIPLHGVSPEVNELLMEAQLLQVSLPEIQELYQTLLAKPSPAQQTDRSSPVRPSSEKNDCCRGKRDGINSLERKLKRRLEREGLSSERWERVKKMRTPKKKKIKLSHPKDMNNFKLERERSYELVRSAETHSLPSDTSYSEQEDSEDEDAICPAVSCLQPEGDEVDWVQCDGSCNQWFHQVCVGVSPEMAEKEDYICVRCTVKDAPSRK
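Measured: NADH fluorescence change, 30 min, RT. System: KDM5BΔAP 200 nM final, H3K4me3 peptide, α-KG, Fe(II), ascorbate, NAD⁺ plus FDH, pH 7.5 HEPES. Compounds: titrated, 10 min pre-incubation with enzyme.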
Active calls of the source: *; i = inactive; ? = inconclusive; & = joins results of further samples; [ ] = dose if it differs, or a comment. Potency means the concentration at half of the fitted maximal effect. A portion of the library, so the mix of outcomes need not match the whole.

The opening 19 compounds, to show the layout:
SMILES	KDM5B inhibitor
CCOc1ccccc1NC(=O)Nc1nnc(N(CC)c2ccccc2)s1	-5%
COCCC(=O)N1CCC(n2c(C)cnc2C2CC2)CC1	-10%
CC(=O)N1CCCc2cc(S(=O)(=O)N3CCC(C(=O)NCc4ccc(F)cc4)CC3)ccc21	-6%
CC(C)(C)C(=O)COC(=O)c1ccc(F)cc1Cl	12%
c1ccc(CNNc2ccccc2)cc1	-4%
O=C(c1ccco1)N1N=C(c2cccs2)CC1c1ccccc1O (stereo not drawn)	?
Cc1cccc(Oc2ccc(NC(=O)CC3Sc4ccccc4NC3=O)cc2)c1 (stereo not drawn)	34%[activator]
Cc1cccc(C(C(=O)NCc2cc(-c3cccc(F)c3)no2)N(C)C)c1 (stereo not drawn)	7%
Cc1ccc(-c2cc(N3CCCN(C(=O)Cc4ccccc4Cl)CC3)n[nH]2)cc1C	?
O=C(CCCn1c(=O)[nH]c2ccccc2c1=O)N1CCN(c2ccccc2)CC1	-16%&-29%
Cc1c(C(=O)N2CCOCC2)oc2c1-c1nn(CC(=O)NCc3cccc(F)c3)cc1CC2	?
CCOC(=O)c1sc(NC(=O)CCc2ccc(OC)cc2)nc1C	-24%
Cn1c(=O)c2c(ncn2CCNc2ccc(Cl)cc2)n(C)c1=O	1%
O=C(NCc1ccc2c(c1)OCO2)c1nc(-c2cccc(C(F)(F)F)c2)c2ccccn12	11µM*
COc1cc(CNn2cnnc2)cc(Cl)c1OCc1ccccc1	-11%
COCc1nc(C2CCCN(C(=O)c3cnccn3)C2)no1 (stereo not drawn)	24%
Cn1c(/C=C/c2ccc(Br)cc2)c([N+](=O)[O-])c(=O)n(C)c1=O	-11%
COc1ccccc1N(CC(=O)NCCSCc1ccccc1)S(C)(=O)=O	-4%
COc1ccc(-c2noc(CCC(=O)NCc3ccco3)n2)cc1	7%

Results (from the top)
SMILES	KDM5B inhibitor
CCOc1ccccc1NC(=O)Nc1nnc(N(CC)c2ccccc2)s1	-5%
COCCC(=O)N1CCC(n2c(C)cnc2C2CC2)CC1	-10%
CC(=O)N1CCCc2cc(S(=O)(=O)N3CCC(C(=O)NCc4ccc(F)cc4)CC3)ccc21	-6%
CC(C)(C)C(=O)COC(=O)c1ccc(F)cc1Cl	12%
c1ccc(CNNc2ccccc2)cc1	-4%
O=C(c1ccco1)N1N=C(c2cccs2)CC1c1ccccc1O (stereo not drawn)	?
Cc1cccc(Oc2ccc(NC(=O)CC3Sc4ccccc4NC3=O)cc2)c1 (stereo not drawn)	34%[activator]
Cc1cccc(C(C(=O)NCc2cc(-c3cccc(F)c3)no2)N(C)C)c1 (stereo not drawn)	7%
Cc1ccc(-c2cc(N3CCCN(C(=O)Cc4ccccc4Cl)CC3)n[nH]2)cc1C	?
O=C(CCCn1c(=O)[nH]c2ccccc2c1=O)N1CCN(c2ccccc2)CC1	-16%&-29%
Cc1c(C(=O)N2CCOCC2)oc2c1-c1nn(CC(=O)NCc3cccc(F)c3)cc1CC2	?
CCOC(=O)c1sc(NC(=O)CCc2ccc(OC)cc2)nc1C	-24%
Cn1c(=O)c2c(ncn2CCNc2ccc(Cl)cc2)n(C)c1=O	1%
O=C(NCc1ccc2c(c1)OCO2)c1nc(-c2cccc(C(F)(F)F)c2)c2ccccn12	11µM*
COc1cc(CNn2cnnc2)cc(Cl)c1OCc1ccccc1	-11%
COCc1nc(C2CCCN(C(=O)c3cnccn3)C2)no1 (stereo not drawn)	24%
Cn1c(/C=C/c2ccc(Br)cc2)c([N+](=O)[O-])c(=O)n(C)c1=O	-11%
COc1ccccc1N(CC(=O)NCCSCc1ccccc1)S(C)(=O)=O	-4%
COc1ccc(-c2noc(CCC(=O)NCc3ccco3)n2)cc1	7%
CCN1CCCC1CNC(=O)CCCNc1nc(Cl)nc2nc[nH]c12 (stereo not drawn)	2%
O=C(c1ccco1)N1N=C(c2ccc(Cl)cc2)CC1c1ccc2nccnc2c1 (stereo not drawn)	-20%
COCCN1C(=O)c2ccccc2C(C(=O)Nc2nnc(CC(C)C)s2)C12CCCC2 (stereo not drawn)	0%
CC(C)=CC(=O)Nc1sc(C)c(C)c1C#N	?
COc1ccc(CCNc2oc(COc3ccc(Cl)cc3)nc2C#N)cc1OC	-18%
O=C(CC12CC3CC(CC(C3)C1)C2)Nc1ccc2oc(-c3cncc(Br)c3)nc2c1	1%
COC1CCC12CCN(C(=O)c1cccnc1)CC2 (stereo not drawn)	12%
Cc1ccc(CNC(=O)N(C)CC2CCOCC2)cc1	-3%
c1ccc2ncc(CN3CC[C@H](c4nc5ccccc5[nH]4)C3)cc2c1	?
O=C(Nc1nn(Cc2ccc(Cl)cc2Cl)cc1Cl)c1nc2ncccn2n1	-18%
CCC(=O)NCC1c2cc(OC)c(OC)cc2CCN1C(=O)NC(C)(C)C (stereo not drawn)	-28%
Cc1cccc(C(=O)Nc2ccc3nc(SCC(=O)N4CCc5ccccc54)sc3c2)c1	?
O=C(c1ccncc1)N1CCC(Oc2nccnc2N2CCOCC2)C1 (stereo not drawn)	2%
Cc1nc(NC(=O)c2ccccc2)sc1-c1csc(Nc2ccccc2Cl)n1	?
CC1(C)CC(=O)C(N=Nc2ccc(C(F)(F)F)cc2[N+](=O)[O-])=C(O)C1	-23%
COc1ccc(NC(=O)CCC2CCN(C(=O)c3ccc(OC)o3)CC2)c(OC)c1	?
O=C1NC(=NC2CCCC2)C2(CCCN(CC3CCCCC3)C2)N1c1cc(F)cc(F)c1 (stereo not drawn)	?
O=C(CCS(=O)(=O)c1ccccc1)Nc1nc(-c2ccc(F)cc2)cs1	-2%
O=C(NCc1nnc2ccc(-c3ccccc3)nn12)c1cccc(Br)c1	22µM*
CC1CCN(S(=O)(=O)c2ccc3c(ccn3CC(=O)NCc3ccccc3F)c2)CC1	-22%
Cn1cc(C(=O)C(=O)NCCc2ccccc2)c2ccccc21	-3%
O=C(CNC(=O)c1ccccc1)NCC(O)c1ccc([N+](=O)[O-])cc1 (stereo not drawn)	12%
Cc1ccc(C2Cn3nnc(-c4noc(-c5ccc6c(c5)OCO6)n4)c3CO2)cc1 (stereo not drawn)	?
COc1ccc(C(=O)N2CCCC(CO)CCNC(=O)CC2)cn1 (stereo not drawn)	-5%
CCc1c(C)sc(NC(=O)CCCl)c1C#N	-33%
CC(=O)N1CCC(C2CCN(C(=O)C3CC=CC3)C2)CC1 (stereo not drawn)	9%
O=C1OCC2=C1C(c1ccc3c(c1)OCO3)CC(=O)N2c1ccccc1 (stereo not drawn)	19%
CCC(C)(CNC(=O)NCc1nc(C)cs1)N1CCOCC1 (stereo not drawn)	-11%
COc1ccc(CC(=O)NC2CC(=O)N(c3ccc4c(c3)OCCO4)C2)cc1 (stereo not drawn)	0%
Cc1ccccc1CNC(=O)[C@@]12CCCC[C@H]1N(C)C(=O)CC2	18%
O=C(CCOc1ccccc1)N1CCN(S(=O)(=O)c2cccs2)CC1	7%
COCCCNc1cc(-c2ccsc2)nc2c(C)noc12	-31%[86.2 µM]
COc1ccc(NC(=O)Cn2c(-c3ccccc3)nc(C)c(CCO)c2=O)cc1OC	-3%
COc1cc(/C=C/c2cc(C(=O)O)c3ccccc3n2)ccc1O	-19%
O=C(NC(NC(=O)C(c1ccccc1)c1ccccc1)c1ccccc1)C(c1ccccc1)c1ccccc1	?
CCOC(=O)N1CCN(C(=O)CSc2ccc3nnc(CCNC(=O)c4ccc(OC)cc4)n3n2)CC1	-15%
CCN1CC(c2ccccc2)CC2(CCN(C(=O)c3cnn(C)c3)CC2)C1 (stereo not drawn)	18%
CCS(=O)(=O)N1C[C@@H](COC)[C@H](C(=O)NC)C1	-3%
COc1cc2nc(SCC(=O)Nc3ccc(C)cc3)n(-c3ccccc3)c(=O)c2cc1OC	7%
O=C(Cn1cc(C(=O)c2ccncc2)c(=O)c2cc(F)ccc21)Nc1ccc(Cl)cc1	-17%
Cc1cc(C)cc(C(=O)N2CC(C(=O)NCCc3ccncc3)C3(CCOCC3)C2)c1 (stereo not drawn)	9%

Continuation:
SMILES	KDM5B inhibitor
O=C(C1CC1)N1CCCC2(Cc3ccccc3NC2=O)C1 (stereo not drawn)	-7%[86.2 µM]
Fc1ccccc1-c1nnc([C@H]2CCN(C3CCOCC3)C2)o1	-20%[86.2 µM]
NC(=O)c1ccc(NC(=O)COc2cccc3ccccc23)cc1	-7%
CCc1cccc(C)c1NC(=O)C(NS(=O)(=O)c1ccc2c(c1)CCC(=O)N2)c1ccccc1 (stereo not drawn)	?
Cc1cc(C)c(CN2C(=O)c3ccccc3S(=O)(=O)c3ccc(C(=O)OCC4CCCO4)cc32)c(C)c1 (stereo not drawn)	-25%
COc1cc(NC(=O)CCc2ccc(-c3ccccc3)o2)c(OC)cc1Cl	-10%
C[S+](=O)([O-])N1CC2(CCCN(CC3CCCCC3)C2)Cc2ccccc21 (stereo not drawn)	-2%[115 µM]
O=C(Nc1ccc(O)c(-c2nc3ccccc3o2)c1)c1ccccc1Br	8%
Cc1ccc(-c2nnn(CC(O)COc3ccc(C)cc3C)n2)cc1 (stereo not drawn)	-7%
Cc1cc(-c2ccc3c(c2)OCCCO3)nc2ccccc12	?
O=C(O)c1coc(Br)c1	32%[activator]
NC(=O)c1nn(CC(O)COc2ccccc2)c(=O)c2ccccc12 (stereo not drawn)	16%
COc1cccc(OCc2nnc(C(=O)N3CCC[C@@H]3c3cccc(F)c3)n2-c2ccccc2)c1	10%
Cc1oc(-c2ccc(Cl)cc2)nc1CS(=O)CC(=O)NCc1ccccc1 (stereo not drawn)	-19%
Cc1ccc(S(=O)(=O)N2CCCN(C(=O)c3cnn(Cc4ccccc4Cl)c3)CC2)cc1	20%
O=C(NCCCN1CCN(c2ccc(F)cc2)CC1)Nc1ccccc1Cl	-34%
COC(=O)c1cccc2nc([C@H]3CCN(Cc4ccccc4C)C3)oc12	?
COC1C(=O)N(C2CCN(C(=O)CCc3c[nH]c4ccccc34)CC2)C12CCOCC2 (stereo not drawn)	-7%
COC(=O)c1cccc(S(=O)(=O)Oc2ccc3ccc(=O)oc3c2)c1	?
COC(C)c1nc(C2CCOCC2)nn1Cc1ccc2c(c1)OCO2 (stereo not drawn)	47%[activator]
CCOC(=O)c1ccccc1NC(=O)c1c(C)oc2ncnc(N3CCOCC3)c12	?
Cc1ccc(Sc2ccc(/C=C(\C#N)c3nc4ccccc4[nH]3)o2)cc1	9%
Cc1ccc(-c2cc(N)n3nc(-c4ccc(C)cc4)cc3n2)cc1	?
CC(C)CSc1nc2c(c(=O)n(C)c(=O)n2C)n1C/C=C/c1ccccc1	5%
COc1cc(NC(=O)CC(C)S(=O)(=O)c2cc3c4c(c2)CCN4C(=O)CC3)cc(OC)c1 (stereo not drawn)	3%
O=C(c1ccc(N2CC3CC(C2)[C@H]2CCCC(=O)N2C3)nc1)N1CCN(c2ccccn2)CC1 (stereo partly drawn)	?
CC(=O)NNC(=S)NC1CCCCC1	-11%
COc1ccc(C(=O)c2c(N)c(C(=O)Nc3ccccc3C)c3ccccn23)cc1	5%
CCc1c(C)sc2c1CCN(Cc1ccccc1F)C2c1ccccc1 (stereo not drawn)	?
O=C(CCN1C(=O)C2C3CCC(C3)C2C1=O)OCC(=O)c1ccc(Cl)c([N+](=O)[O-])c1 (stereo not drawn)	16%
CC(C)=CC(=O)N(CC1CCOC1)C1CC1 (stereo not drawn)	-19%
CCOc1ccc2c(n1)CCN(C(=O)C1(c3ccc(OC)cc3)CC1)C2	-18%
CCOc1cccc2sc(=NC(=O)c3ccco3)n(CC(=O)OC)c12	?
Cc1ccc(CNC(=O)c2cnn(C)c2-n2cccc2)s1	4%
Cn1nnnc1-c1cccc(NS(=O)(=O)c2ccccc2)c1	19%
O=C(CSc1ccc2ccccc2n1)NCCc1ccc(F)cc1	-18%
CC(=O)N1N=C(c2ccc(Br)cc2)OC12CCCC2	?
CC(C)(C)Sc1ccc2nn(CC(=O)NCc3ccc(F)cc3)c(=O)n2n1	13%
COc1ccccc1Cn1cc(C(=O)c2ccc(C)cc2)c(=O)c2cc(F)cc(F)c21	1%
Cc1cc(C)cc(NC(=O)CSc2oc(-c3ccccc3)nc2S(=O)(=O)c2ccc(Cl)cc2)c1	?

Three structures out of the list, ordered by count of non-hydrogen atoms, low to high:
SMILES	KDM5B inhibitor
CCOc1cccc2sc(=NC(=O)c3ccco3)n(CC(=O)OC)c12	?
CCc1c(C)sc2c1CCN(Cc1ccccc1F)C2c1ccccc1 (stereo not drawn)	?
O=C(CCN1C(=O)C2C3CCC(C3)C2C1=O)OCC(=O)c1ccc(Cl)c([N+](=O)[O-])c1 (stereo not drawn)	16%

(list continues)
SMILES	KDM5B inhibitor
CCNC(=O)N[C@H]1[C@H](O)[C@@H](N2CCCCC2)[C@@H]2OC[C@H]1O2	-33%[86.2 µM]
CC(C)CN1CCOC(CNC(=O)Cc2ccc(Cl)c(Cl)c2)C1 (stereo not drawn)	-1%
COC(=O)c1sc(=S)n(-c2c(C)cccc2C)c1N	-6%
COCC(=O)Nc1nnc(SCC(=O)N2CCCCC2)s1	20%
CCc1ccc(-c2nn(Cc3ccccc3)cc2C(=O)N2CCN(CCO)CC2)cc1	8%
O=C(NCc1ccc2c(c1)OCO2)c1sccc1Br	19%
COc1nccc(N2CC[C@@](O)(C3CCOCC3)[C@H](C)C2)c1C#N	-19%
COC(=O)c1ccc2nc(CO[C@H]3CN(Cc4cccnc4)C[C@H]3F)[nH]c2c1	3%[86.2 µM]
CC(C)c1nnc(C2CN(C(=O)C3CCCC3)CC23CCOCC3)o1 (stereo not drawn)	-6%
CCN1CCN(C(c2ccc(SC)cc2)c2c(O)cc(C)n(CCOC)c2=O)CC1 (stereo not drawn)	?
CN1CCC(C(=O)N2Cc3ccccc3CC3(CCCCN3CC3CCNC3)C2)CC1 (stereo not drawn)	-45%[115 µM]
CCC(C)[C@H](NC(=O)N1CCC(C)CC1)C(=O)OC (stereo partly drawn)	-2%
CC(C)c1ccc(Nc2c([N+](=O)[O-])c(=O)n(C)c3ccccc23)cc1	17%
CCn1c(CNC(=O)c2ccc(OC)cc2)nnc1SCC(=O)Nc1cc(C)ccc1C	11%
COCCCNc1oc(/C=C/c2cccc(OC)c2)nc1C#N	i

High-throughput results from PubChem.
